# Assay outcomes (PubChem)
# MDM2 E3 inh: inhibitors of human Mdm2 E3 ubiquitin ligase; Q00987; cell-based MDM2 ubiquitination luciferase reporter, 2 h; 0 = plate control, 100 = twice control, blank-subtracted; signal enhancement, % at 5 µM; 210,000 tested, 0.11% active; AID 1230;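 active means signal enhancement of 30% or more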;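 further: luminescence tracks abundance of the self-degrading MDM2-luciferase fusion protein; higher signal means inhibition of MDM2 E3 ligase activity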
#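 Assay system: mammalian cells stably expressing self-ubiquitinating, self-degrading MDM2 E3–luciferase fusion. Quantity: 2000 cells in each well. Medium: DMEM culture medium. Compound dosing: single-point 5 µM. Timing: cell settling 4 h, compound treatment 2 h, both 37 °C. Technique: luciferase luminescence. Read-out basis: percent signal gain over controls, blank-subtracted. Benchmarks: plate controls and plate blanks.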
# FXIa inh: blocks human coagulation factor XIa protease activity; P03951; purified FXIa, Boc-Glu-Ala-Arg-AMC fluorogenic substrate; inhibition, % at 5 µM; 220,000 tested, 0.14% active; AID 798;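 active means inhibition of at least 40%; inactive means inhibition below 40%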;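 further: fluorescence of freed AMC excited at 355 nm; 0% = enzyme without compound and 100% = no enzyme blank; many of its hits are not listed in these tables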
# Target sequence (P03951 19-387 limits assumed): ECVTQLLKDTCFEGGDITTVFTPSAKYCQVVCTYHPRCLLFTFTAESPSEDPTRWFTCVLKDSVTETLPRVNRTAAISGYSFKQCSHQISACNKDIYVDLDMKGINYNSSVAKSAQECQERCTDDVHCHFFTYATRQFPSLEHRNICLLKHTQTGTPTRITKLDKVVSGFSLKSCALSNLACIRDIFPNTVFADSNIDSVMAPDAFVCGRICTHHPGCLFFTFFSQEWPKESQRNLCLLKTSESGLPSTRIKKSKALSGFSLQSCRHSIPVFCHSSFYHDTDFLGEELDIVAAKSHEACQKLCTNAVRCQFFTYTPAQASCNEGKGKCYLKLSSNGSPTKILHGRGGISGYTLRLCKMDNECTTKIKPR
# Target sequence (P03951 388-625 limits assumed): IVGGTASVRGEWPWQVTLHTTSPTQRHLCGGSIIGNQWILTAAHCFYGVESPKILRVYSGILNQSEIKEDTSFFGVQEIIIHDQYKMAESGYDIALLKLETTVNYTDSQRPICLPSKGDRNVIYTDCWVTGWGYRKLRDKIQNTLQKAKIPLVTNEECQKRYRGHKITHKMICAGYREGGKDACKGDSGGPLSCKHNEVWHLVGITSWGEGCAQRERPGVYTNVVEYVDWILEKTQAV
# KLK5 inh: blocks human kallikrein 5 protease activity | AID 873 | 210,000 tested, 0.59% active | inhibition, % at 5 µM | recombinant hK5, fluorogenic AMC substrate cleavage;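 active means inhibition of 40% or more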;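 further: 0% = enzyme controls without compound and 100% = no-enzyme blanks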
# p97 inhibitor: inhibitors of human p97 ATPase; inhibition, % at 8 µM; P55072; 220,000 tested, 0.42% active; recombinant p97 ATPase, Kinase-Glo ATP luminescence, 3 h; in the data active means inhibition above about 15%;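 further: 0% = DMSO vehicle and 100% = wells lacking enzyme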
# 14-3-3 Bad PPI: disrupts binding of bovine 14-3-3 zeta to phospho-Bad peptide | P63103 | TR-FRET 14-3-3zeta/Dy647-pBad peptide displacement, 1 h | inhibition, % at 21.7 µM | 220,000 tested, 0.71% active;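 active means inhibition above about 70%, limit read from the data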;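 further: 0% = full 14-3-3 plus peptide FRET controls and 100% = background without 14-3-3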
# Wee1 stabilizer: inhibitors of human Wee1 degradation; P30291; HeLa Luc-Wee1K328M stability, luciferase luminescence; 100% = proteasome inhibitor MG132 effect; reporter increase, % at 5 µM; 220,000 tested, 1.2% active; AID 1321;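 active means activation above the mean of all tested compounds plus 3 SD, set per screening run, cut at about 8.8% in these data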;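 further: cells exposed to compound for 20 h before luminescence read; 0% = DMSO alone and 100% = MG132 at 30 µM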
# FXIIa inh 1536: inhibitors of human coagulation factor XIIa. P00748. purified FXIIa, Boc-QGR-AMC fluorogenic substrate, 2 h. inhibition, % at 5 µM. 220,000 tested, 0.3% active; in the data active means inhibition above about 40%;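 further: 0% = enzyme with no compound and 100% = blank without enzyme; many of its hits are not listed in these tables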
# Rad51 HR inh: blocks human Rad51 in homologous recombination | 200,000 tested, 0.085% active | hRad51 DNA strand exchange, fluorescence dequenching | inhibition, % at 10 µM | Q06609;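 active means inhibition above 40% at the single screening dose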;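 further: 0% = DMSO control wells and 100% = blanks with heterologous ssDNA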
# Target sequence (Q06609 whole entry, looked up): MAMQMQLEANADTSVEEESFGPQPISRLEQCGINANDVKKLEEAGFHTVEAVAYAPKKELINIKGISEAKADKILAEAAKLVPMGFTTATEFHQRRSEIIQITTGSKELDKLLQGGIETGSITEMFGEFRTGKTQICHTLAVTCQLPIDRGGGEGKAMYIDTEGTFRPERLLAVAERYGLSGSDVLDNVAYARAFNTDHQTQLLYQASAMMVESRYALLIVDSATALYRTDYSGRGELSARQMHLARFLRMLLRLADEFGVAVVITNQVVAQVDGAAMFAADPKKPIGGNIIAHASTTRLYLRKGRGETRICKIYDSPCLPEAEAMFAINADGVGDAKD
#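 Test system – preformed human Rad51 ssDNA filaments · Reagent – Donor/quencher-labelled 47-bp dsDNA substrate · Incubation – 37 °C 15-min filament assembly, 30-min compound preincubation, 15-min exchange · Signal – FRET fluorescence dequenching, excitation 485 nm, emission 520 nm · Read-out – percent inhibition from fluorescence, normalised to plate control and blank means · Benchmarks – plate control and blank wells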
# eIF4E-4G inh: inhibitors of eIF4E and eIF4G interaction in translation initiation; P63073+Q04637; TR-FRET eIF4E-eIF4GI(517-606) binding, 2 h; inhibition, % at 21.7 µM; 220,000 tested, 0.37% active; AID 782;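 active means inhibition above about 30%, limit read from the data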;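 further: 0% = full FRET control wells and 100% = background wells lacking eIF4GI fragment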
# Active calls of the source: *; . = not tested or not shown; [ ] = another dose, or the depositor's remark. Hits appear at their usual frequency; any-hit rate near 3.5%.
SMILES,MDM2 E3 inh,FXIa inh,KLK5 inh,p97 inhibitor,14-3-3 Bad PPI,Wee1 stabilizer,FXIIa inh 1536,Rad51 HR inh,eIF4E-4G inh
CCOc1ccc(NC(=O)CCC(=O)NNS(=O)(=O)c2ccccc2[N+](=O)[O-])cc1,10,-2,2,9,-6,-1,6,3,3
CCOc1ccccc1NC(=O)CCN1CCN(S(=O)(=O)c2ccc(Br)cc2)CC1,-2,0,17,-2,4,-2,16,-20,-14
COc1cc(C2C(C(=O)c3cccs3)=C(O)C(=O)N2Cc2ccco2)cc(OC)c1OC (configuration not stated),6,-4,-4,-4,31[fluorescence artefact?],9,9,.,-6
CSc1nc(-c2ccccc2)nc(NC(C)=O)c1C(C)=O,-3,-2,1,1,-8,-2,6,-5,0
COc1ccc(CC(=O)NCC2(c3ccc(OC)c(OC)c3)CCCC2)cc1,.,1,.,1,-15,2,6,.,0
COc1cccc(NC(=O)C2CCCN(S(=O)(=O)c3cccc4nsnc34)C2)c1 (configuration not stated),-11,-8,-24,3,-17,-2,11,0,-10
COc1ccccc1NS(=O)(=O)c1cc(C)ccc1C,-8,-4,-11,-1,-4[fluorescence artefact?],1,-2,-1,-3[fluorescence artefact?]
COc1ccc(/C=N/NC(=O)c2ccn[nH]2)cc1COc1ccc([N+](=O)[O-])c(C)c1,-13,-4,-7,7,-4,1,0,13,-2
COC(=O)[C@@]1(Cc2ccc(F)cc2)[C@H]2c3cc(C(=O)N4CCCC4)n(CCc4ccccn4)c3C[C@H]2CN1C(=O)c1ccccc1,.,8,-5,2,0,2,12,1,0
COc1ccc(-n2nnnc2/C=C/Nc2cc(C(F)(F)F)ccc2OC)cc1,-5,2,-3,3,-1,3,8,5,3
CCCCCn1c(N2CCC(C(N)=O)CC2)nc2c1c(=O)[nH]c(=O)n2C,-11,2,-9,4,2[fluorescence artefact?],-2,13,0,-2[fluorescence artefact?]
CCOC(=O)/C(C(C)=O)=C1/OC(=O)c2ccccc21,-5,-1,-8,-2,17,1,-6,-2,2[fluorescence artefact?]
CCO[C@H]1OC(C(=O)N2CCN(Cc3ccccc3)CC2)=C[C@@H](c2coc3ccccc3c2=O)[C@@H]1CCCO,.,-2,-3,-6,3,-1,5,-6,2
Cc1cc(C)c(N)c(C(=O)O)c1,.,-5,-5,0,58,-1,0,15,-1
Cc1ccc(C(=O)c2ccccc2C(=O)O)c(O)c1,-17,4,-3,10,4,-2,10,0,-4
COc1ccc(C2=NN(C(=O)CSc3nc4ccccc4s3)C(c3ccc(OC)cc3)C2)cc1 (configuration not stated),.,1,-32,-1,-5,-1,7,.,6[fluorescence artefact?]
Cc1cc(C)c(C#N)c(SCC(=O)OC2CCCCC2)n1,-13,-5,0,1,4,-1,2,-4,-3
Cn1c(SCC(=O)N2CCc3ccccc32)nnc1-c1ccc(S(=O)(=O)N2CCCC2)cc1,-3,2,-20,7,-13[fluorescence artefact?],0,6,2,1
O=C(NCc1ccc2c(c1)OCO2)c1ccc(COc2cccc(Cl)c2)o1,-48,-2,-4,-5,17,-3,12,.,4[fluorescence artefact?]
O=C(c1ccc2nc3ccc(Cl)cc3c(=O)n2c1)N1CCOCC1,-9,-18,-121,-3,7,-3,-5,-5,-2
COc1ccc(NC(=O)c2cc3c([nH]c4ccccc43)c(C)n2)cc1,3,3,-11,10,3,-3,4,10,18
COc1ccc(/C=N/Nc2nc(Nc3ccccc3)nc(N3CCCC3)n2)cc1[N+](=O)[O-],-21,-4,-11,6,22,-1,4,4,3
COc1cccc(OCc2ccc(C(=O)NCC3CCCO3)cc2)c1 (configuration not stated),6,7,-8,-1,9,-4,10,.,-2
O=C(N/N=C/c1ccccc1OCc1ccccc1)c1cccs1,9,6,-15,4,-18,1,13,11,9
Cc1nc(NC(=O)CSc2ccccc2N)sc1C,5,-2,4,2,7,4,14,-1,4

# More compounds follow.
SMILES,MDM2 E3 inh,FXIa inh,KLK5 inh,p97 inhibitor,14-3-3 Bad PPI,Wee1 stabilizer,FXIIa inh 1536,Rad51 HR inh,eIF4E-4G inh
CCOc1ccc(Nc2cc(C)nc(-n3nc(C)cc3C)n2)cc1,-9,1,1,0,-4,-3,-5,13,1
Cn1cccc1C(C#N)c1ccccc1C#N (configuration not stated),-11,-4,-10,0,-11,-4,2,-8,0
O=C(Nc1cccc(Oc2ccc3c(c2)C(=O)NC3=O)c1)c1cccs1,-5,5,-7,7,5,-1,16,-2,-5
O=C(NC1=NCCS1)C1CC(=O)N(c2ccc(F)cc2)C1 (configuration not stated),-2,5,-5,-7,5[fluorescence artefact?],3,17,6,-6
Clc1cccc(Cl)c1CSc1nnc([C@@H]2CCCN2)o1,1,-2,-7,2,-5,-2,6,16,1
CC(=O)c1ccc2c(c1)c1ccccc1n2CC(C)C,-8,-5,-35,-1,4,2,-1,7,3
C1=C(c2ccccc2)Nc2nnnn2C1,-8,-2,-12,0,2,-1,10,0,3
N/C(=N\OC(=O)c1ccccc1[N+](=O)[O-])c1ccccn1,-41,8,-7,1,-6,5,2,9,-1
Fc1ccc(CNn2cnnc2SCc2ccc(F)cc2)cc1,.,5,-14,2,-4[fluorescence artefact?],2,12,4,-2
C=CCN(c1ccc(C(N)=O)cc1)S(C)(=O)=O,5,1,-20,-1,-4,2,-9,3,0
O=C(Cc1cccc2ccccc12)Nc1ccc2c(c1)C(=O)NC2=O,-18,1,-6,0,-10,5,9,23,-4
C=CCN=C(NC#N)SCc1ccccc1Cl,-8,-2,4,3,.,-1,8,6,.
Cn1c(Cn2c(=O)sc3ccccc32)nnc1SCC(N)=O,-7,-1,-3,0,-5,-3,11,-9,1
CCCC(=O)Nc1ccc(Br)c(Cl)c1,-16,-1,5,-1,-5,1,10,5,1
CCc1c(C)nc2ncnn2c1N1CCC(C(=O)Nc2ccccc2)CC1,-3,18,-2,1,10[fluorescence artefact?],1,53*,-2,-10[fluorescence artefact?]
COc1ccc(C(=O)NNC2CC(=O)N(Cc3ccc(Cl)cc3)C2=O)cc1OC (configuration not stated),-13,-5,-3,0,-7,-2,7,10,1
Cc1nc2ccc(Cl)cc2c(-c2ccccc2F)c1CC(=O)O,-7,8,-14,5,-2,4,9,8,4
CC(C)C(=O)NC(=S)Nc1ccc(S(=O)(=O)Nc2nccs2)cc1,-29,6,14,-3,-8,-1,10,-4,1
N#Cc1ccccc1OCCOCCNC1CCCC1,4,6,-14,0,3,2,3,12,12
CCN(CC)c1ccc(C(=O)O)cc1,-19,6,-8,-2,-11,7,10,0,1
COC(=O)c1[nH]c2ccc(F)cc2c1NC(=O)CCN1CC(C)OC(C)C1 (configuration not stated),-9,-2,2,-2,1,0,-9,1,3
CCOc1ccc(C(=O)NCC(=O)N2CCC(C)CC2)cc1OCC,-8,-2,3,5,4,6,2,-21,-1
O=C(Nc1ccc(Cl)c(Cl)c1)Nc1ccccc1NS(=O)(=O)c1cccs1,-3,7,-22,1,-6[fluorescence artefact?],-2,9,0,18
CC(OC(=O)Nc1cccc(Cl)c1)C(=O)O (configuration not stated),.,0,2,2,6,4,14,0,-8
Clc1ccccc1N=C1NN=C(c2cccs2)CS1,-8,1,5,3,-22,0,9,-24,1

# By substructure: the compounds so far containing fluorine.
SMILES,MDM2 E3 inh,FXIa inh,KLK5 inh,p97 inhibitor,14-3-3 Bad PPI,Wee1 stabilizer,FXIIa inh 1536,Rad51 HR inh,eIF4E-4G inh
COC(=O)[C@@]1(Cc2ccc(F)cc2)[C@H]2c3cc(C(=O)N4CCCC4)n(CCc4ccccn4)c3C[C@H]2CN1C(=O)c1ccccc1,.,8,-5,2,0,2,12,1,0
COc1ccc(-n2nnnc2/C=C/Nc2cc(C(F)(F)F)ccc2OC)cc1,-5,2,-3,3,-1,3,8,5,3
O=C(NC1=NCCS1)C1CC(=O)N(c2ccc(F)cc2)C1 (configuration not stated),-2,5,-5,-7,5[fluorescence artefact?],3,17,6,-6
Fc1ccc(CNn2cnnc2SCc2ccc(F)cc2)cc1,.,5,-14,2,-4[fluorescence artefact?],2,12,4,-2
Cc1nc2ccc(Cl)cc2c(-c2ccccc2F)c1CC(=O)O,-7,8,-14,5,-2,4,9,8,4
COC(=O)c1[nH]c2ccc(F)cc2c1NC(=O)CCN1CC(C)OC(C)C1 (configuration not stated),-9,-2,2,-2,1,0,-9,1,3

# Next section
SMILES,MDM2 E3 inh,FXIa inh,KLK5 inh,p97 inhibitor,14-3-3 Bad PPI,Wee1 stabilizer,FXIIa inh 1536,Rad51 HR inh,eIF4E-4G inh
COc1ccc(CN2CCC(CO)(CCOc3ccccc3)CC2)cc1C,-9,-1,23,2,0,3,10,.,2
CCN1CCN(CC(O)COc2ccc3c(c2)CCC3)CC1 (configuration not stated),4,12,-3,8,44[fluorescence artefact?],-1,8,10,-2
CCC(CC)c1nnc(NC(=O)CCNC(=O)c2ccccc2Cl)s1,-3,-4,-2,2,-2,-1,1,4,5
O=c1ccn(CCOc2ccc(Cl)cc2)c(=O)[nH]1,-19,-5,1,1,-9[fluorescence artefact?],-2,2,6,-6
CC(C)(C)C1CCC(=NNC(=O)C(=O)NCc2ccco2)CC1 (configuration not stated),-22,-3,.,1,0,1,5,.,1
COc1ccccc1CNC(=O)c1oc2ccc(S(=O)(=O)N3CCCC3)cc2c1C,-16,0,-9,1,-5,-2,9,0,9
Cn1ccnc1SCC(=O)c1ccc(O)cc1,-15,3,0,2,14,-2,9,13,2
COc1ccc(-c2nc(-c3ccc(Br)cc3)no2)c(OC)c1,-45,5,-22,1,16[fluorescence artefact?],-2,4,0,32*
CC(Sc1nc(NCc2ccccc2)nc(N(C)C)n1)C(=O)Nc1ccccc1 (configuration not stated),1,5,-15,3,2,0,11,-7,1
CC1=C(C(=O)Nc2ccc(C)cc2C)C(c2ccc(C)o2)NC(=S)N1 (configuration not stated),3,8,-13,1,-11,1,16,7,12
CCCC(=O)N(c1ccc2oc(C)c(C(C)=O)c2c1)S(=O)(=O)c1ccc(C)c([N+](=O)[O-])c1,9,7,-7,0,2[fluorescence artefact?],-1,11,-2,13
CCOP(=O)(OCC)/C(C#N)=C/c1cc(OC)ccc1OC,-9,7,-1,-2,-2,-1,3,.,-5
Cc1ccc(S(=O)(=O)Nc2ccccc2C(=O)NCc2cccnc2)cc1,-8,-5,.,-2,10,1,5,.,2
CCCNS(=O)(=O)c1ccc(NC(=O)c2ccccn2)cc1,-14,-7,-11,-3,-6[fluorescence artefact?],0,7,-10,2[fluorescence artefact?]
O=C(CC1Sc2ccccc2NC1=O)c1ccc(Br)cc1 (configuration not stated),0,-6,-24,4,-16,5,-2,6,-2
COc1ccc2c(c1)C(SCC(=O)NCc1ccccc1)CC(C)(C)O2 (configuration not stated),.,8,-12,5,4,-1,12,.,-3
CCOC(=O)c1ccc(NC(=O)Cn2c(-c3nonc3N)nc3ccccc32)cc1,-13,4,5,-2,12,-2,10,-4,5
O=C1c2ccccc2C(Nc2cccnc2)N1Cc1ccccc1 (configuration not stated),-18,-1,-1,-5,6[fluorescence artefact?],-1,11,1,0[fluorescence artefact?]
CCOC(=O)CCc1nn(C)c(=O)c2ccccc12,0,-4,-14,-2,-4,0,1,.,3[fluorescence artefact?]
CCn1c(SCC(=O)Nc2sc(C)c(C)c2C#N)nnc1C(C)C,-8,0,0,0,11,-1,9,0,-3
